# PGC1a acetyl inh: inhibitors of PGC1a acetylation signal, primary screen, cell-based, U2OS, AlphaScreen, inhibitor mode | AlphaScreen anti-acetyl-lysine; with virally co-expressed GCN5 acetyltransferase | inhibition, % at 15.6 µM | 0.17% of 350,000 active | AID 651687, 2012;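 active = every replicate shows inhibition of at least 40%; inconclusive = mean inhibition at least 40% but some replicate below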;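 note: 0% = neutral control wells and 100% = positive control wells; some results beyond the cut were filed as inactive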
# ARNT TACC3 PPI: disruptors of ARNT/TACC3 protein interaction, primary screen, biochemical, AlphaScreen, single concentration. 0.66% of 390,000 active. inhibition, % at 9.99 µM. AID 623870, 2012. AlphaScreen His-ARNT PAS-B/GST-TACC3 binding, luminescence; TACC3 fragment carries E629A point mutation;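 active = mean inhibition of replicates at least 50% and at least half of replicates each reaching 50%; inconclusive = half or more replicates reach 50% but mean below 50%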;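 note: 0% = complete ARNT plus TACC3 wells and 100% = ARNT alone without TACC3; many hits fall short of the cut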
# PAX8 inh HTS: inhibitors of PAX8-driven TPO luciferase reporter, primary screen, RMG-I cells, single concentration; SteadyGlo, 24 h; inhibition, % at 12.6 µM; 1.2% of 360,000 active;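 active = mean replicate inhibition at least 60% with every replicate also reaching 60%; inconclusive = only one of the two criteria is met; inactive = mean below 60% and not all replicates reaching 60%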;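 note: luciferase light reporting Pax8 driven TPO promoter activity; plate controls were median of neutral control wells for no effect and mitoxantrone controls for full effect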
# LGR2 antag: inhibitors of bursicon-induced LGR2 CRE-luciferase signal, primary screen, cell-based, HEK293, CRE-luciferase reporter, bursicon stimulation | 0.35% of 380,000 active | Drosophila bursicon receptor LGR2 (rickets) | inhibition, % at 9.99 µM | bursicon-stimulated, 4 h;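 active = drop in luminescence signal, shown as inhibition above about 50% in the replicate tests, limit read from the data, passing the limit was not always enough; inconclusive = probably only some replicates passing the limit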;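 note: agonist challenge used bursicon conditioned medium at about half maximal strength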
# PglD inh: C. jejuni PglD acetyltransferase inhibitors, primary screen, biochemical, DTNB colorimetric, single point. inhibition, % at 12.5 µM. purified PglD enzyme, DTNB colorimetric CoA detection. AID 602405, 2012. UDP-N-acetylbacillosamine N-acetyltransferase PglD (Campylobacter jejuni). 0.098% of 360,000 active; in the data active = inhibition above about 16%, passing the limit was not always enough; inconclusive = no clear call, values can overlap the other calls; note: strong numbers were not always called active
# INS-1E GSIS act: GLuc luminescence reporter in INS-1E cells, primary screen for activators of glucose-dependent secretion of insulin. AID 743287, 2014. activation, % at 16.6 µM. INS-1E GLuc reporter insulin secretion, 2-3 h. 0.61% of 370,000 active;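 active = lowest replicate activation of at least 40%, so every replicate reaches that level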;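 note: 0% = median of neutral control wells and 100% = median of IBMX positive control wells; some compounds called inactive have numbers as strong as hits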
# C2C12 statin: suppressors of statin myotoxicity in C2C12 myotubes, primary screen, cell-based, single point, plate reader; C2C12 myotubes + simvastatin, ATP luminescence, 48 h; scaled: DMSO 0, geranylgeraniol control 100; rescue of ATP level, % at 7.49 µM; 0.78% of 330,000 active;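 active = mean ATP rescue above about 67%, or every replicate alone reaching that limit, limit read from the data, passing the limit was not always enough; inconclusive = no clear call, values can overlap the other calls; inactive = mean under the limit and some replicate under it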;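 note: myotubes were challenged with 10 µM simvastatin during compound exposure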
# Cneo AK release: Cryptococcus neoformans cell lysis inducers, primary screen, AK release luminescence, single concentration. AID 651654, 2012. C. neoformans lysis, adenylate kinase release luminescence, 4 h; normalised: neutral wells 0, clomiphene wells 100. 0.2% of 360,000 active. lysis activity, % at 15 µM;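 active = mean lysis activity across replicates of at least 80%, whatever share of replicates individually reach that level; inactive = mean lysis activity below 80%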
#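 Material – log-phase Cryptococcus neoformans yeast cells · Input – 5 × 10^6 yeast cells/mL · Medium – fresh YPD growth medium · Doses – single compound concentration per well · Timing – static 4 h at 37 °C with compound, 1 h detection · Detection – adenylate kinase release luminescence · Read-out – signal increase indicating cell lysis · Control set – Clomiphene as positive lysis control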
# Starred values were filed as active, the others as inactive; ? = inconclusive; / = no result given; & = joins results of further samples.
# Screens in order: PGC1a acetyl inh	ARNT TACC3 PPI	PAX8 inh HTS	C2C12 statin	Cneo AK release	LGR2 antag	INS-1E GSIS act	PglD inh
COC(=O)C1=C(CS(=O)(=O)c2cc(OC)ccc2OC)NC(=O)NC1c1ccc(O)c(OC)c1 (stereo unspecified)
  -2	-1	8	9	2	9	-1	1
Cc1ccc2[nH]c3c(c2c1)CCN(C)C3
  /	8	32	-5	-1	/	/	3
O=C(CSc1n[nH]c(-c2ccccc2Br)n1)NCCN1C(=O)CSC1=O
  /	-1	-3	/	/	-16	7	/
COc1ccccc1/C=N/NC(=O)CC(=O)NCc1ccccc1
  10	-22	10	-5	0	15	0	-5
Cc1c(C)n(CC(O)CN2CCCCC2)c2ccccc12 (stereo unspecified)
  1	5	14	7	1	/	/	-1
S=C(NCc1ccncc1)Nc1ccc(Br)cc1
  1	-1	6	-16	-4	3	-8	3
Cn1cnc(S(=O)(=O)N2CC[C@@H]3[C@@H](CO)Nc4ccc(-c5cccc(F)c5)cc4[C@@H]32)c1
  -9	7	14	0	49	-1	2	-1
COc1ccccc1NCC(O)Cn1c2ccccc2c2ccccc21 (stereo unspecified)
  -22	9	17	-14	-4	/	/	-3
O=S(=O)(Nc1cccc(CCc2ccccn2)c1)c1ccc(Cl)cc1
  /	-3	-12	/	/	17	1	/
CC(=O)Oc1cccc(-c2nc3ccccc3c(=O)o2)c1
  /	6	-2	/	/	15	-2	/
Cc1ccc(CNC(=O)CN2C(=O)COc3ccc(S(=O)(=O)N4CCC(C)CC4)cc32)o1
  -5	-9	4	24	1	1	-5	3
Cc1ccccc1OCCC(=O)OCC(=O)NC1CCS(=O)(=O)C1 (stereo unspecified)
  0	1	-11	-5	/	-1	8	/
CNC(=O)c1cccc(NC(=O)c2cc(-c3ccccc3)nc3c2cnn3C(C)C)c1
  /	12	21	2	4	-14	-32	-4
Cc1ccc(C(C)C)c(OCCCn2ccnc2C)c1
  1	3	-23	-27	22	3	-1	7
CC1(C)C=Cc2c(c3ccccc3[nH]c2=O)O1
  -7	-2	/	-1	4	28	35	-1

# Screens in order: PGC1a acetyl inh	ARNT TACC3 PPI	PAX8 inh HTS	C2C12 statin	Cneo AK release	LGR2 antag	INS-1E GSIS act	PglD inh
CN1C(=O)C2C3c4ccccc4C(c4ccccc43)[C@@H]2C1=O (stereo partly specified)
  1	-21	0	-11	10	-9	71*	1
CNC[C@@H]1Oc2ccc(NC(=O)Nc3ccc(C(F)(F)F)cc3)cc2CC(=O)N([C@@H](C)CO)C[C@@H]1C
  1	-7	22	?	5	-2	7	-14
O=C(CN(Cc1ccccc1)S(=O)(=O)c1ccc(S(=O)(=O)N2CCOCC2)cc1)Nc1ccccc1
  6	-6	25	-5	-1	-5	-5	-4
O=C(NCC1CCCCC1)c1cccnc1
  -6	-3	1	6	-2	14	-4	4
CCN(CC)C(=O)COc1ccc(/C=N/NC(=O)c2cc(-c3ccccc3OC)nc3ccccc23)cc1OC
  -3	-2	14	/	/	15	3	/
CC(/C=N/NC(=O)c1cc(-c2cccn2C)n[nH]1)=C\c1ccccc1
  -7	-9	11	/	0	-7	-10	4
O=c1c2ccccc2nc2n1CCS2
  6	-2	/	-2	3	/	/	-2
COC(=O)CCCCCCC(=O)Nc1ccc(C=O)cc1
  -3	22	-21	/	5	/	/	2
O=C(NCCCn1cccn1)c1cc(COc2ccccc2)on1
  4	/	-163	-1	-1	-25	-1	-5
O=C(C1CCN(S(=O)(=O)N2CCC3(CC2)OCCO3)CC1)N1CCN(Cc2ccccc2)CC1
  -6	-4	/	-8	7	/	/	1
COc1ccc(S(=O)(=O)N(C)C[C@H]2Oc3c(NS(=O)(=O)c4ccccc4)cccc3C(=O)N([C@@H](C)CO)C[C@H]2C)cc1
  1	-5	17	46	-6	-2	4	2
CCCCOC(=O)c1cc(-c2ccc(/C=N/n3cnnc3)o2)ccc1Cl
  5	4	/	/	2	/	58*	7
CCCC(=O)Nc1ccc2c(c1)C(=O)N(C)[C@H]1CC[C@H](CC(=O)NCc3ccccc3F)O[C@@H]1CO2
  -2	-3	-8	-4	-3	8	-7	2
COc1ccc(CN(C)C[C@@H]2Oc3ccc(NS(=O)(=O)c4ccc(Cl)cc4)cc3CC(=O)N([C@@H](C)CO)C[C@@H]2C)cc1
  4	-1	-6	11	1	16	-19	-2
CCOc1ccc(NC(=O)CN(C)C(=O)C2CCN(c3ncnc4sc(C)c(C)c34)CC2)cc1OCC
  -7	18	22	/	2	3	-16	4

# Screens in order: PGC1a acetyl inh	ARNT TACC3 PPI	PAX8 inh HTS	C2C12 statin	Cneo AK release	LGR2 antag	INS-1E GSIS act	PglD inh
COc1ccc(OC)c(NC(=O)Nc2nc(C(N)c3ccccc3Cl)cs2)c1 (stereo unspecified)
  -20	/	10	-11	2	-11	-11	5
Cc1ccc(NC(=O)CN(C)C(=O)/C=C/c2ccc3c(c2)OCO3)cc1
  -2	/	-7	6	0	2	4	2
CC1(C)C(c2ccccc2)=NC(c2ccccc2)N1O (stereo unspecified)
  -5	/	/	7	1	/	/	1
CCOC(=O)c1cccc(NS(=O)(=O)c2c(C(=O)N3CCCCCC3)c(C)n(C)c2C)c1
  -16	3	20	5	14	-5	-7	0
COc1ccc(C(=O)Oc2cc3c4c(c2)C(C)=CC(C)(C)N4C(=O)C3=O)cc1OC
  /	0	-1	-8	/	1	36	/
C/C(N)=C(/C#N)C(=O)CSc1nc2scc(-c3ccccc3)c2c(=O)n1C
  -2	29	11	/	/	19	3	/
Cc1ccc(C(=O)NCCCN2CCOCC2)c(Cl)c1
  0	0	4	0	-1	-1	6	-8
O=C(c1cc(-c2cccs2)on1)N1CCCCC1
  -1	-7	/	36	0	3	-7	-5
c1ccc(Cn2c(SCc3nc4ccccc4s3)nnc2-c2ccco2)cc1
  43	8	/	11	4	/	/	6
CC(=O)Oc1ccc(NC(=O)C2CCCCC2)c(C(=O)O)c1
  /	-5	/	-5	9	/	/	-4
Cc1ccc(-c2[nH]c(-c3ccc(Cl)cc3)nc2SCC(=O)NCC2CCCO2)cc1 (stereo unspecified)
  6	3	-13	-44	0	16	/	-3
O=c1[nH][nH]c(-c2ccccc2)c1-c1ccccc1
  -12	1	-18	-4	11	-51	-13	-6
Cc1cc(C)nc(NC(=O)c2cc(-c3ccc(C)s3)nc3ccccc23)c1
  /	-2	-3	/	4	-5	-33	2
O=C(/C(=C/O)N=Nc1cccc(C(F)(F)F)c1)c1ccccc1
  5	7	24	/	/	-30	5	/
O=C(COC(=O)c1cc(S(=O)(=O)N2CCOCC2)ccc1F)Nc1ccc(Cl)cn1
  -3	4	5	-12	-1	13	-16	7

# Screens in order: PGC1a acetyl inh	ARNT TACC3 PPI	PAX8 inh HTS	C2C12 statin	Cneo AK release	LGR2 antag	INS-1E GSIS act	PglD inh
O=C(O)c1ccc(N2N=C(c3ccccc3)CC2c2ccccc2)cc1 (stereo unspecified)
  10	-43	8	14	8	6	-29	2
CCS(=O)(=O)Nc1ccc2c(c1)C(=O)N(C)[C@@H]1CC[C@@H](CC(=O)NC)O[C@@H]1CO2
  1	-11	-14	-6	2	7	0	-1
O=C(C[C@H]1C=C[C@@H](NS(=O)(=O)c2ccc(F)cc2)[C@H](CO)O1)N1CCC(Cc2ccccc2)CC1
  -14	3	13	15	4	11	-30	3
Cc1noc(C)c1NC(=O)N(C)C[C@H]1Oc2c(NC(=O)c3ccc(-c4nccs4)cc3)cccc2C(=O)N([C@@H](C)CO)C[C@@H]1C
  -8	2	/	14	-3	-2	-4	-2
CCCCC(CC)C(=O)NCCc1ccc(S(N)(=O)=O)cc1 (stereo unspecified)
  6	-5	/	3	2	/	/	2
COc1ccc(C(=O)OCC(=O)NC2CC2)cc1OC
  -4	-1	-4	12	1	-15	12	0
CN(C)C(=O)C[C@@H]1C[C@H]2c3cc(NC(=O)CC4CC4)ccc3O[C@H]2[C@@H](CO)O1
  -3	-6	-2	-3	-4	-32	13	3
CN(C)c1ccc(NC(=S)c2ccccn2)cc1
  7	40	?	-32	-11	99*	-18	2
CC(=O)NCCSCCNC(C)=O
  6	2	19	/	1	/	/	8
O=C(NCCc1ccccc1)C1CCN(C(=O)N2CCOc3ccccc32)CC1
  5	12	15	-1	1	-21	-13	0
Cc1ccc(C(O)c2ncc(-c3ccc(C(F)(F)F)cc3)[nH]2)cc1F (stereo unspecified)
  /	/	8	/	4	13	-28	0
COCC(=O)Nc1ccc2c(c1)C(=O)N(C)[C@H]1CC[C@H](CC(=O)NCc3ccccc3F)O[C@@H]1CO2
  3	/	-22	/	/	-9	7	/
CCn1cc(C(=O)N2CCCC2)c(=O)c2cc(S(=O)(=O)N3CCC(C)CC3)ccc21
  -8	-3	6	2	-5	-2	-6	-2
CCOc1cc(C(=O)NN=C2CCCC2)cc(OCC)c1OCC
  /	3	2	2	0	18	-8	1
Cc1ccc(CN2CCN(Cc3ccccc3)C(CCO)C2)s1 (stereo unspecified)
  /	-1	-6	/	/	-13	7	/

# Screens in order: PGC1a acetyl inh	ARNT TACC3 PPI	PAX8 inh HTS	C2C12 statin	Cneo AK release	LGR2 antag	INS-1E GSIS act	PglD inh
COc1ccc(C(=O)OCC(=O)c2c[nH]c3ccccc23)c(OC)c1
  -3	-3	-89	-6	-4	-28	21	-2
O=S(=O)(c1ccccc1)N1CC2(C1)[C@H](c1ccccc1)[C@H](CO)N2CCC(F)(F)F
  13	/	5	/	/	-4	-11	/
O=C(CCSCCC(=O)NCc1cccs1)NCc1cccs1
  -9	-10	/	/	1	/	/	6
C[C@H](CO)N1C[C@H](C)[C@H](CN(C)S(=O)(=O)c2ccccc2F)Oc2ncc(C#Cc3ccncc3)cc2C1=O
  9	-1	/	47	2	11	-12	-1
N#Cc1c(F)cccc1N1CCN(Cc2ccc3c(c2)OCO3)CC1
  /	/	3	-4	-1	-17	-6	0
c1cc2c(cc1-c1[nH]ncc1CN1CC3C[C@@H]4CC1C[C@H](C3)C4)OCO2
  -3	4	7	/	/	2	-5	/
CC(C)CC#Cc1ccc([C@H]2[C@H](CO)N3CCCCN(S(=O)(=O)c4ccc(F)cc4)C[C@@H]23)cc1
  3	0	0	-28	58	-9	-18	-3
CN(Cc1ccc(F)cc1)C(=O)c1cccc(OC2CCN(C3CCCC3)CC2)c1
  11	-15	-1	-1	-1	-5	9	1
COc1ccc(NC(=O)Nc2ccc3c(c2)CC(=O)N([C@H](C)CO)C[C@H](C)[C@@H](CN(C)Cc2ccncc2)O3)cc1
  -2	5	11	16	-2	-2	-15	-3
COc1ccc(NC(=O)N(C)C[C@@H]2OCCCC[C@H](C)Oc3ccc(NC(=O)C4CCCCC4)cc3C(=O)N([C@@H](C)CO)C[C@H]2C)cc1
  -21	-3	/	/	-2	-24	-9	2
CC1=C/C(=C(/c2cc(C)c(O)c(Br)c2)c2ccccc2S(=O)(=O)O)C=C(Br)C1=O
  /	49*	77*	-23	-11	6	-11	-4
O=C(Cc1ccc([N+](=O)[O-])cc1)Nc1ccc(O)cc1C(=O)O
  /	-7	4	/	/	-11	15	/
O=C(Cc1ccccc1)N(c1ccc(F)cc1)C1C=CS(=O)(=O)C1 (stereo unspecified)
  -9	1	/	-3	0	5&-12	6&6	-4
